Epigenetic mod = qHTS Assay for Epigenetic Modulators; mouse C127i GFP locus derepression, cytometry, 30 h; Potency, µM (highest dose often 46.1 µM), for the others: at the highest dose GFP derepression (activation); actives 0.09% (n = 68,000); further: % of control where 0% means no effect
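Derepression screen: silenced CMV-GFP reporter in murine C127i cells, 30 h compound incubation at 37 C, washed cells imaged by laser-scanning cytometer to enumerate GFP-expressing objects of 20 to 120 um.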
BRCT inh red = qHTS Assay for Inhibitors of BRCT-Phosphoprotein Interaction (Red Fluorophore) | Breast cancer type 1 susceptibility protein (Homo sapiens), P38398 | BRCT-phosphopeptide binding, red fluorescence polarization | AID 892, 2007 | actives 0.03% (n = 75,000) | Potency, µM (highest dose often 76.9 µM), inactives show top-dose activity change, negative = inhibition, most hits filed as inhibitors; further: on the % scale 0 is the no-effect control and ±100 the full control effect
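Rhodamine-labelled pBACH1 10-mer (100 nM) bound to BRCT domain (100 nM) at pH 7.3; compounds incubated 12 min room temperature, polarization read. Free peptide defines full inhibition; unlabelled decapeptide titrated as control.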
Casp7 inh = qHTS Assay for Allosteric/Competitive Inhibitors of Caspase-7; P55210; recombinant caspase-7, Ac-DEVD-AFC fluorescence rate; Potency, µM (series often up to 57.5 µM), inactives show at the highest dose activity change, negative = inhibition, actives largely listed as inhibitors; actives 0.02% (n = 75,000); AID 889, 2007; active means well fitted inhibition curve with a large enough effect in the main read-out, with a control signal flat, not every such curve was filed as active; inconclusive means small, poorly fitted or top-dose-only effect, or a change in a side signal; further: potency means the concentration at half of the fitted maximal effect; % of control where 0% means no effect
HEK293 cAMP cs = qHTS Assay for Agonists of the Thyroid Stimulating Hormone Receptor: Activators of Intracellular cAMP Concentrations in Parental HEK 293. AID 938, 2007. parental HEK293 CNG cAMP sensor, membrane potential fluorescence. Potency, µM (top dose mostly 57.1 µM), for inactives: at the top dose activation, most hits filed as activators. actives 2.5% (n = 73,000); further: potency means the concentration at half of the fitted maximal effect; % of control where 0% means no effect; nearly all actives have a fitted effect of over 55% in size
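Parental HEK 293 cells stably expressing a modified CNG channel (no TSHR) report cAMP rise as membrane depolarization. Membrane potential dye with 100 uM RO 20-1724 was loaded for 60 min at room temperature, then compound added for 30 min; fluorescence read at 590 nm.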
A350 autofl = qHTS Assay for Spectroscopic Profiling in A350 Spectral Region. Compound autofluorescence, 340/450 nm, Alexa 350 dye-equivalents; stronger effect = higher value. max dye-equivalent concentration, M. actives 11% (n = 59,000); in the data active means max dye-equivalent concentration above about 10 nM; inconclusive means mostly about 1.1 nM to 9.6 nM
Ub-GFP proteasome = Ubiquitin-GFP Assay | Potency, µM (top dose mostly 45.9 µM), inactives show top-dose activation (GFP accumulation), hits mostly activators | AID 526, 2006 | Ubiquitin-GFP reporter cells, proteasome inhibition, GFP fluorescence; response scale: untreated = 0%, 10 µM MG-132 = 100% | 67,000 tested, under 10 active; active means well fitted activation curve with a large enough effect, not every such curve was filed as active; inconclusive means small, poorly fitted or top-dose-only effect, or another doubt; inactive means no such curve, though single readings can be large or run the other way; further: potency means the concentration at half of the fitted maximal effect
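U2OS cells expressing ubiquitin(G76V)-GFP, seeded overnight in 0.5% FBS medium, then treated 4 hr at 37 C across 46 uM to 2.9 nM. GFP-positive cells counted by laser cytometry (488 ex/515 em); %activity scaled between basal and 10 uM MG-132.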
Fluorescein fluor = qHTS Assay for Spectroscopic Profiling in Fluorescein Spectral Region; max fluorescein-equivalent concentration, M; Compound autofluorescence, 480/540 nm, fluorescein-equivalent; stronger effect = higher value; actives 0.91% (n = 59,000); in the data active means max fluorescein-equivalent concentration above about 10 nM; inconclusive means between about 1.1 nM and that limit
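Normalized response (dye-equivalent concentration) derives from comparing each well's 540 nm emission, under 480 nm excitation, with plate-resident fluorescein standards. Compounds were held in 100 mM Tris, pH 8.0, for 15 min at room temperature.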
Caspase-1 inhib = qHTS Assay for Allosteric/Competitive Inhibitors of Caspase-1; Caspase-1 enzyme, Ac-WEHD-AFC fluorogenic rate; Potency, µM (top dose mostly 57.5 µM), for the others: top-dose activity change, negative = inhibition, usual class: inhibitors; actives 0.03% (n = 75,000);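 further: potency means the concentration at half of the fitted maximal effect; plate controls were vehicle for no effect and no substrate for full effect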
Target sequence (P29466 120-297 limits assumed): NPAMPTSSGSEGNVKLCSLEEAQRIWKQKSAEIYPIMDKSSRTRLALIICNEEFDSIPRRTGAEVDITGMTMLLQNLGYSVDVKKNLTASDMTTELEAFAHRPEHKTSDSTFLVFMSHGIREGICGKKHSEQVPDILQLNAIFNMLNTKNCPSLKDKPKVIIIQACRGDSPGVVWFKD
Target sequence (P29466 317-404 limits assumed): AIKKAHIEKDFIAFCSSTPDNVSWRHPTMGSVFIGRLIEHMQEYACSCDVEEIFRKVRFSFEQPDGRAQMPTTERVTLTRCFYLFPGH
USP2a inh = qHTS Assay for Inhibitors of Ubiquitin-specific Protease USP2a. USP2a enzymatic assay, qHTS inhibition. actives 0.1% (n = 60,000). Potency, µM (titrated, usually from 38.3 µM), inactives show at the top dose activity change, negative = inhibition, hits mostly inhibitors. Ubiquitin carboxyl-terminal hydrolase 2 (Homo sapiens), O75604;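 further: potency means the concentration at half of the fitted maximal effect; nearly all actives have a fitted effect of over 60% in size; plate controls were DMSO for no effect and NEM full inhibition control for full effect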
Target sequence (O75604 whole entry, looked up): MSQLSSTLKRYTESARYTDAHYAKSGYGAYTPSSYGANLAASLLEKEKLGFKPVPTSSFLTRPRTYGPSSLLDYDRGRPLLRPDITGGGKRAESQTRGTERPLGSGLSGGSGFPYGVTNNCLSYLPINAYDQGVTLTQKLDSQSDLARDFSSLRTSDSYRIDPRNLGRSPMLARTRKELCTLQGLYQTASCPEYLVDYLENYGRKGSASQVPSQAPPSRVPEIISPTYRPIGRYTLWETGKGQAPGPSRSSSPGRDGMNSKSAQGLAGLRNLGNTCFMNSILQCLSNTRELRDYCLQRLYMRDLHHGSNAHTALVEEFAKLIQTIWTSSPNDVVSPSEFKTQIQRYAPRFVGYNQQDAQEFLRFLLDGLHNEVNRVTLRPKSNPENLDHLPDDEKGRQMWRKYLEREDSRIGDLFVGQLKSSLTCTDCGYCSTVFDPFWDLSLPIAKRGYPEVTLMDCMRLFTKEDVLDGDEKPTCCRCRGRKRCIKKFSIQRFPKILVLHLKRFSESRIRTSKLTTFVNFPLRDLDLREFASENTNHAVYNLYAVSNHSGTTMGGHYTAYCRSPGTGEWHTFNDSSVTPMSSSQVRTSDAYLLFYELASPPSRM
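Inhibition is measured in a cell-free coupled assay with 20 nM USP2 core, 20 nM Ub-PLA2 and 20 uM NBD C6-HPC, 2.5 h incubation. Activity normalized to NEM control.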
BRCT PPI green = qHTS Assay for Inhibitors of BRCT-Phosphoprotein Interaction (Green Fluorophore); BRCA1 BRCT-phosphopeptide binding, green fluorescence polarization; Potency, µM (series often up to 76.9 µM), for the others: at the top dose activity change, negative = inhibition, most hits filed as inhibitors; actives 0.05% (n = 75,000); AID 875, 2007;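 further: potency means the concentration at half of the fitted maximal effect; plate controls were peptide without protein for full effect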
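Compounds were incubated for 12 min at room temperature with a complex of 100 nM fluorescein-tagged pBACH1 decapeptide and 250 nM His-tagged BRCT protein. Buffer was phosphate pH 7.3 with EDTA, DTT and Tween 20. Disruption of binding lowers the polarization signal.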
4MU fluor = qHTS Assay for Spectroscopic Profiling in 4-MU Spectral Region | actives 11% (n = 59,000) | max dye-equivalent concentration, M | compound autofluorescence, 340/450 nm, 4-MU equivalents; stronger effect = higher value; in the data active means max dye-equivalent concentration above about 10 nM; inconclusive means mostly about 1.1 nM to 9.6 nM
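Intrinsic fluorescence at 340/450 nm (ex/em) was read after 15 min at room temperature in pH 8.0, 100 mM Tris. Each compound concentration expressed as 4-MU-equivalent concentration from a six-point 4-MU standard series on each plate.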
Starred values were filed as active, the others as inactive; i = inactive; ? = inconclusive; . = not tested or not shown; [ ] = dose if it differs, or a comment. Unless noted, the call rests on the fitted dose curve; in most records, active means well fitted curve in the direction sought with a large enough effect; inconclusive means small, poorly fitted or top-dose-only effect, or another doubt; inactive means no such curve, though single readings can be large; an effect the other way counts as inactive or inconclusive.

SMILES	Epigenetic mod	BRCT inh red	Casp7 inh	HEK293 cAMP cs	A350 autofl	Ub-GFP proteasome	Fluorescein fluor	Caspase-1 inhib	USP2a inh	BRCT PPI green	4MU fluor
O=C(O)c1c(Cl)c(Cl)c(Cl)c(Cl)c1C(=O)Nc1ccc2cn[nH]c2c1	-2%[9.22 µM]	0.4%[15.4 µM]	-1%[11.5 µM]	4%[11.4 µM]	?	2%[9.17 µM]	i	2%[11.5 µM]	.	-4.0%[15.4 µM]	i
Cc1cc(C)n(CCOc2nonc2N)n1	-6%	0.6%	1%	2%	i	-3%	i	-2%	-4%	-1.1%	i
COCCCN1C(=O)C(=O)/C(=C(/O)c2ccc(C)cc2)C1c1ccccc1 (stereo not drawn)	4%	-1.2%	-1%	28%	i	0%	i	0%	5%	-0.6%	i
CC1(C)C2CCC(C2)C1(C)NC(=O)CN1CCOCC1 (stereo not drawn)	2%	-0.8%	0%	1%	i	5%	i	1%	0%	-0.6%	i
O=C(Cc1c(C(=O)O)[nH]c2ccccc12)NCCN1CCN(c2ccccc2F)CC1	-1%	-1.3%	-1%	4%	i	1%	i	0%	-2%	0.0%	i
Cc1nnc(SCC(N)=O)n1CC1CCCO1 (stereo not drawn)	-1%	-0.1%	2%	-7%	i	1%	i	2%	-4%	-0.4%	i
Cc1[nH]c2ccccc2c1C(=O)CN1CCSCC1	-2%	0.3%	1%	13%	i	19%	i	-1%	-5%	-1.9%	i
CN(C)/C=N/c1cnc(C(=O)c2ccc(Cl)cc2)n1C	2%	-1.4%	-5%	-7%	?	5%	i	-6%	2%	-0.2%	i
NC(=O)C1(N2CCCCC2)CCN(CC(=O)Nc2ccc(Oc3ccccc3)cc2)CC1	2%	0.1%	0%	12%	i	1%	i	0%	10%	-0.4%	i
CC[C@](N)(C(=O)O)C(C)C	0%[9.22 µM]	-0.7%[15.4 µM]	2%[11.5 µM]	-3%[11.4 µM]	i	-4%[9.17 µM]	i	-1%[11.5 µM]	.	-1.1%[15.4 µM]	i
COc1ccccc1N1CCN(CCCNC(=O)Nc2ccccc2)CC1	6%	0.1%	-1%	5%	i	7%	?	-1%	16%	-5.0%	i
COCc1nnc(SCC(=O)Nc2cccc(Cl)c2C)n1-c1ccccc1	0%	0.3%	-1%	13%	.	13%	.	-1%	16%	2.2%	.

Ordered by formula weight (rising): some entries from above
SMILES	Epigenetic mod	BRCT inh red	Casp7 inh	HEK293 cAMP cs	A350 autofl	Ub-GFP proteasome	Fluorescein fluor	Caspase-1 inhib	USP2a inh	BRCT PPI green	4MU fluor
CC[C@](N)(C(=O)O)C(C)C	0%[9.22 µM]	-0.7%[15.4 µM]	2%[11.5 µM]	-3%[11.4 µM]	i	-4%[9.17 µM]	i	-1%[11.5 µM]	.	-1.1%[15.4 µM]	i
Cc1cc(C)n(CCOc2nonc2N)n1	-6%	0.6%	1%	2%	i	-3%	i	-2%	-4%	-1.1%	i
Cc1[nH]c2ccccc2c1C(=O)CN1CCSCC1	-2%	0.3%	1%	13%	i	19%	i	-1%	-5%	-1.9%	i
CC1(C)C2CCC(C2)C1(C)NC(=O)CN1CCOCC1 (stereo not drawn)	2%	-0.8%	0%	1%	i	5%	i	1%	0%	-0.6%	i
CN(C)/C=N/c1cnc(C(=O)c2ccc(Cl)cc2)n1C	2%	-1.4%	-5%	-7%	?	5%	i	-6%	2%	-0.2%	i
COCCCN1C(=O)C(=O)/C(=C(/O)c2ccc(C)cc2)C1c1ccccc1 (stereo not drawn)	4%	-1.2%	-1%	28%	i	0%	i	0%	5%	-0.6%	i
COCc1nnc(SCC(=O)Nc2cccc(Cl)c2C)n1-c1ccccc1	0%	0.3%	-1%	13%	.	13%	.	-1%	16%	2.2%	.
O=C(Cc1c(C(=O)O)[nH]c2ccccc12)NCCN1CCN(c2ccccc2F)CC1	-1%	-1.3%	-1%	4%	i	1%	i	0%	-2%	0.0%	i

The list continues.
SMILES	Epigenetic mod	BRCT inh red	Casp7 inh	HEK293 cAMP cs	A350 autofl	Ub-GFP proteasome	Fluorescein fluor	Caspase-1 inhib	USP2a inh	BRCT PPI green	4MU fluor
CO[C@H]1COC(=O)[C@H](C)COC(=O)[C@H](C)NC(=O)C/C=C\[C@H]1C	.	1.2%[15.4 µM]	2%[11.5 µM]	18%[11.4 µM]	.	.	.	-1%[11.5 µM]	.	-1.8%[15.4 µM]	.
O=C(CCC1COc2ccccc2O1)Nc1cccnc1 (stereo not drawn)	3%	1.1%	-3%	12%	i	-4%	1.7e-08M*	-3%	-2%	-0.5%	i
CCOc1ccc(S(=O)(=O)n2nnc3ccccc32)cc1C	3%	-0.4%	-2%	21%	i	0%	?	1%	-3%	0.2%	i
Cc1ccc2nc(NC(=O)CCNS(=O)(=O)c3cccs3)sc2c1	2%	-0.1%	-4%	11%	i	-1%	i	-1%	12%	4.3%	i
COc1ccc(NC(=O)c2c(NC(=O)CNCc3ccco3)sc3c2CCC3)cc1	-4%	-1.3%	0%	30%	.	1%	.	-2%	38%[activator]	0.1%	.
COCCCn1c(SCC(=O)n2c(C)c(C)c3ccccc32)nnc1-c1ccoc1C	3%	-1.4%	-9%	-4%	?	2%	i	-10%	3%	1.1%	?
COc1ccc(-c2ccc(-c3noc(C)n3)c(OC)n2)cc1	8%	-3.8%	-11%	21%	6.8e-08M*	4%	i	-8%	8%	-0.8%	5.6e-08M*
COC(=O)CSc1nnc(C2COc3ccccc3O2)n1-c1ccccc1 (stereo not drawn)	5%	1.7%	0%	9%	i	5%	i	1%	8%	-0.9%	i
COCC(=O)N1CCC2(CC1)CN(C(=O)Nc1cccc(F)c1)C2	2%[9.22 µM]	-0.5%	-1%	10%	i	15%	?	-3%	-13%	2.4%	i
CN1C(=O)CSc2ccc(NC(=O)N3CCOCC3)cc21	0%	0.1%	-2%	3%	i	.	?	-2%	18%	0.9%	i
COc1ccc2c(=O)c(C(=O)NCCc3ccc(OC)c(OC)c3)c[nH]c2c1	1%	-1.9%	1%	-9%	i	3%	i	-3%	.	3.7%	i
c1ccc(-c2oc3ncnc(NCCCN4CCOCC4)c3c2-c2ccccc2)cc1	-2%	0.0%	1%	?	i	3%	i	-3%	57%[activator]	3.0%	i
CCn1c(SCC(=O)Nc2ccccc2N2CCOCC2)nnc1-c1ccccc1	-2%	0.6%	1%	6%	i	3%	i	0%	-1%	-2.3%	i
CNC(=O)c1nnn(Cc2ccccc2)c1NC(=O)C(F)(F)F	0%	-1.2%	0%	12%	i	-8%	i	1%	-9%	-1.1%	i
CCCc1cc(C(=O)N2CCN(C(c3ccccc3)c3ccccc3)CC2)no1	0%	-0.6%	-1%	-4%	.	-4%	.	-2%	.	-1.3%	.
Cc1csc(NC(=O)Nc2cccc(Cl)c2)n1	3%	1.5%	0%	2%	i	3%	i	-1%	7%	2.0%	i
COc1ccc(-c2cc(=O)c3ccc(O)cc3o2)cc1	-2%[9.22 µM]	1.8%	-19%	10%	?	9%	i	-8%	.	-0.9%	?
COc1cccc(CNC(=O)CN(c2cc(C)cc(C)c2)S(=O)(=O)c2c(C)noc2C)c1	-5%	0.1%	-1%	13%	.	-3%	.	-1%	.	0.0%	.
O=C(Nc1ccccn1)c1cccc(S(=O)(=O)N2CCOCC2)c1	-2%	2.2%	0%	-1%	.	0%	.	3%	.	-2.2%	.
COC(=O)Cn1cc(C(=O)c2cccs2)c2ccccc21	-1%	-1.8%	-1%	19%	i	-3%	i	0%	5%	1.5%	i
CCOC(=O)NC(Nc1ccc(S(N)(=O)=O)cc1)(C(=O)OCC)C(F)(F)F (stereo not drawn)	0%	0.5%	-1%	24%	i	0%	i	2%	5%	0.7%	i
CC(C)C(C)(C#N)NC(=O)CSc1nnc(-c2ccncc2)n1Cc1ccccc1 (stereo not drawn)	-3%	3.1%	2%	18%	i	3%	?	-3%	3%	1.4%	i
COc1ccc(N2C(=O)CC(Sc3ncn[nH]3)C2=O)c(OC)c1 (stereo not drawn)	0%	2.0%	1%	-5%[11.4 µM]	.	-9%[9.17 µM]	.	1%	14%[7.66 µM]	0.7%	.
CS(=O)(=O)N1CCC[C@@]2(CCN(c3ccncc3)C2)C1	0%[9.22 µM]	-0.2%	-2%	8%	i	1%	?	-2%	-7%	-1.0%	i

Source: PubChem BioAssay (National Center for Advancing Translational Sciences (NCATS))

Some of the compounds tested; the hit share may differ from the screen's.
